a7 integrin act: qHTS for Activators of Integrin-Mediated Alleviation for Muscular Dystrophy | actives 0.064% (n = 350,000) | Potency, µM (series often up to 38.3 µM), without a hit: at the top dose activation, most hits filed as activators | alpha7betagal myoblasts, beta-gal FDG fluorescence, 48 h;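 note: potency is the fitted concentration of half-maximal effect; 100% = response of the positive control SU9516; nearly all actives have a fitted effect of over 60% in size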
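Alpha7betagal+/- myoblasts (passage 13) were plated 16-24 hr, then exposed to compounds (1:260 dilution of DMSO stock) for 48 hours at 37C. After MPER lysis, β-galactosidase reporter activity was read as FDG fluorescence (ex 480/em 540) after 30 minutes.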
Mito fusion yeast: qHTS Assay for Small Molecule Inhibitors of Mitochondrial Division or Activators of Mitochondrial Fusion. S. cerevisiae fusion-defective mutant growth rescue, CellTiterGlo 48 h. Potency, µM (series often up to 46.1 µM), for inactives: at the top dose growth rescue (activation), actives largely listed as activators. actives 0.23% (n = 320,000). AID 485298, 2010;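 note: potency is the fitted concentration of half-maximal effect; % of control where 0% means no effect; nearly all actives have a fitted effect of over 45% in size; temperature-sensitive fusion mutants such as fzo1-1 at 37 °C on non-fermentable ethanol glycerol medium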
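S. cerevisiae fusion-defective temperature-sensitive mutants (e.g. fzo1-1, mgm1-5) grown 48 h at 37C in YPEG (ethanol/glycerol non-fermentable) medium with 23 nl compound per well; growth rescue read as CellTiterGlo luminescence.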
ELG1 repair inh: qHTS screen for small molecules that inhibit ELG1-dependent DNA repair in human embryonic kidney (HEK293T) cells expressing luciferase-tagged ELG1. HEK293T ELG1-luciferase reporter, luminescence, 16 h; DNA damage induced by 5-fluorouridine. Potency, µM (top dose mostly 46.1 µM), for the others: at the top dose activity change, negative = inhibition, most hits filed as inhibitors. actives 2.3% (n = 330,000); note: potency is the fitted concentration of half-maximal effect; % is set by controls: 0 for no effect and ±100 for the full control effect; nearly all actives have a fitted effect of over 55% in size
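Quantitative HTS, concentration-response format. 2,000 cells/well co-treated with 5-fluorouridine and compound, 16 hr in 5% CO2 at 37 °C; ONE-Glo luminescence read after 30 min.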
S-ASM inh: Inhibitors of Secretory Acid Sphingomyelinase (S-ASM): qHTS | Potency, µM (doses to about 57.5 µM), for the others: at the top dose activity change, negative = inhibition, hits mostly inhibitors | actives 0.006% (n = 340,000) | AID 504937, 2011 | placental ASM, HMU-PC fluorogenic substrate, 60 min; note: potency is the fitted concentration of half-maximal effect
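Fluorescence read-out (Ex 386 nm, Em 447 nm) after stopping the reaction at pH 10. Enzyme: ASM from human placenta; substrate HMU-PC0, 9 uM final; 60 min, 37 °C. Compound preincubation 10 min, ambient temperature.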
BCR signal inh: qHTS Assay to Find Inhibitors of Chronic Active B-Cell Receptor Signaling; ABC-DLBCL IkBa-CBG/CBR reporter, luminescence ratio, 4 h; Potency, µM (highest dose often 46.1 µM), without a hit: at the top dose ratio change, negative = lower green/red ratio, actives largely listed as inhibitors; actives 0.05% (n = 340,000); active = well fitted inhibition curve with a large enough effect in the signal ratio, with a control signal flat, not every such curve was filed as active; inconclusive = small, poorly fitted or top-dose-only effect, or effect the other way, or a change in a side signal; the % refers to the signal ratio;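 note: potency is the fitted concentration of half-maximal effect; plate controls were basal doxycycline-induced cells for no effect and cells given 10 µM MG132 for full effect; MG132 reads +100%, hits lower the ratio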
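Concentration-response series (up to 46 uM) were applied to TMD8 dual-reporter cells for 4 h at 37C with doxycycline. Green/red ratio, after filter-overlap correction, defined %Activity; red signal alone was normalised to basal cells and zero luminescence.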
TSG101-PTAP inh: qHTS Assay for Iinhibitors of HIV-1 Budding by Blocking the Interaction of PTAP/TSG101; Fluorescence polarization, FITC-PTAP peptide / Tsg101 binding; Potency, µM (doses to about 115 µM), without a hit: at the top dose activity change, negative = inhibition, hits mostly inhibitors; 340,000 tested, under 10 active; active = well fitted inhibition curve with a large enough effect in the main read-out, with a control signal flat, not every such curve was filed as active; inconclusive = small, poorly fitted or top-dose-only effect, or effect the other way, or a change in a side signal; inactive = no such curve, though single readings can be large or run the other way; note: potency is the fitted concentration of half-maximal effect; % of control where 0% means no effect
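Steps: Tsg101 binding domain dispensed (10 uM final), compounds pinned in DMSO, FITC-labeled PTAP-motif peptide added (50 nM final); after 20 min binding at room temperature, polarization measured.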
TSHR antagonist: Antagonists of the Thyroid Stimulating Hormone Receptor: HTS campaign. Thyrotropin receptor (Homo sapiens), P16473. TSHR-expressing cells, TSH-stimulated cAMP HTRF, 2 h; active compounds read low. activity change, negative = inhibition, % at 11.5 µM. actives 0.2% (n = 330,000). AID 504810, 2011;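 active = activity change below a set negative limit, meaning inhibition stronger than a set level, cut at about -70% in these data; inconclusive = activity change between two set negative limits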; note: % is set by controls: 0 for no effect and ±100 for the full control effect
Target sequence (P16473 whole entry, looked up): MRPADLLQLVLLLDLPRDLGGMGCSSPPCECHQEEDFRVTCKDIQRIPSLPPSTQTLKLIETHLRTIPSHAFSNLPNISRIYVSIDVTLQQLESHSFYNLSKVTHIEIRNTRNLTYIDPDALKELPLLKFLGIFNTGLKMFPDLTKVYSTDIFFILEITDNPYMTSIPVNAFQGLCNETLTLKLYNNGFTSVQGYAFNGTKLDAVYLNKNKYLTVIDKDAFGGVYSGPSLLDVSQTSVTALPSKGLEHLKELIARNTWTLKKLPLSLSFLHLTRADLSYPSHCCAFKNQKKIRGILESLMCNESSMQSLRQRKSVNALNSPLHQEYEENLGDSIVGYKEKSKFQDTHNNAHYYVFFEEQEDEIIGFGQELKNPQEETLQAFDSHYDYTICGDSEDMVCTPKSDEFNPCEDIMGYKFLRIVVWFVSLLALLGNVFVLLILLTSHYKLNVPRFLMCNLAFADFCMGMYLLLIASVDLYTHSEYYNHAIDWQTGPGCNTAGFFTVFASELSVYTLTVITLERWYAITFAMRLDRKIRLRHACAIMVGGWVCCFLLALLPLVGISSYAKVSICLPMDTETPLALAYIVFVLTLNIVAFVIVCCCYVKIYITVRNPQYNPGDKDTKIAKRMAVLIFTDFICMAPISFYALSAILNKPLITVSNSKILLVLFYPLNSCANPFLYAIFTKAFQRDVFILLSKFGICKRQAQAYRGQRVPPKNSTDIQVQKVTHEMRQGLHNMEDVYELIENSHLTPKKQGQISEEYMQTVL
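Inhibition of cAMP made by TSHR-expressing cells under TSH stimulation (4nM final, EC80; 2 h, 37 deg C) is quantified with a one-step lysis HTRF kit, anti-cAMP cryptate versus cAMP-d2.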
Tb PFK block: qHTS Assay to Find Inhibitors of T. brucei phosphofructokinase; actives 0.17% (n = 330,000); Potency, µM (titrated, usually from 57.5 µM), inactives show at the top dose activity, negative = inhibition, most hits filed as inhibitors; ATP-dependent 6-phosphofructokinase (Trypanosoma brucei brucei), O15648; T. brucei PFK, ADP-Glo luminescence;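 note: potency is the fitted concentration of half-maximal effect; 0% = uninhibited 1x PFK enzyme wells and -100% = no-enzyme wells; nearly all actives have a fitted effect of over 60% in size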
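In TEA buffer at pH 8.0 with 5 mM MgCl2, enzyme (1.25 nM) converted F6P (0.5 mM) and ATP (0.1 mM) for 45 min at room temperature. ADP product was read by luciferase luminescence.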
AT treatment: qHTS Assay for Identifying a Potential Treatment of Ataxia-Telangiectasia; […] A-T fibroblasts, KAP-1 phosphorylation AlphaLISA; neocarzinostatin DNA damage 30 min before lysis; AID 485349, 2010; Potency, µM (series often up to 57.5 µM), inactives show at the top dose activation, actives largely listed as activators; actives 0.19% (n = 320,000); note: potency is the fitted concentration of half-maximal effect; % of control where 0% means no effect; nearly all actives have a fitted effect of over 45% in size
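hTERT-immortalized A-T patient fibroblasts ([…]), 500 cells/well in OPTI-MEM, 1% FBS, got compounds for 60 min, then NCS for 30 min at 37C. Lysates were then assayed for phospho-KAP-1 by AlphaLISA (anti-pKAP1 donor, anti-KAP1 acceptor beads), 6 hr at 25C.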
Eya2 inh: qHTS Assay for Inhibitors of the Phosphatase Activity of Eya2. recombinant Eya2, OMFP fluorescence dephosphorylation (OMFP is methylfluorescein phosphate). actives 0.006% (n = 330,000). Potency, µM (highest dose often 76.9 µM), for the others: at the top dose activity, negative = inhibition, most hits filed as inhibitors. Protein phosphatase EYA2 (Homo sapiens), O00167; note: potency is the fitted concentration of half-maximal effect; % is set by controls: 0 for no effect and ±100 for the full control effect
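Eya2 protein (added as 0.2 uM solution) was preincubated with compound for 10 min at ambient temperature in 50 mM HEPES pH 7.5, 50 mM NaCl, 5 uM MgCl2, 0.05% BSA, 1 mM DTT. OMFP (added at 50 uM) then reacted 10 min; fluorescence read at 485/525 nm.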
TCR act: Activators of T cell receptors: qHTS campaign | primary human leukocytes, anti-CD3, IL-2 HTRF, 48 h | Potency, µM (highest dose often 9.22 µM), for inactives: at the top dose activation of IL-2 secretion, most hits filed as activators | 330,000 tested, under 10 active | AID 504894, 2011; note: % of control where 0% means no effect
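48 hr co-incubation of compounds, a-CD3 beads and primary human leukocytes; IL-2 quantified homogeneously by HTRF with anti-IL-2 K and d2 conjugates.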
Active calls of the source: *; ? = inconclusive; / = not tested or not shown; [ ] = dose if it differs, or a comment. Unless noted, calls come from the whole dose curve; as a rule, active = well fitted curve in the direction sought with a large enough effect; inconclusive = small, poorly fitted or top-dose-only effect, or another doubt; inactive = no such curve, though single readings can be large; an effect the other way counts as inactive or inconclusive.

SMILES	a7 integrin act	Mito fusion yeast	ELG1 repair inh	S-ASM inh	BCR signal inh	TSG101-PTAP inh	TSHR antagonist	Tb PFK block	AT treatment	Eya2 inh	TCR act
COC(=O)c1ccc(C(c2c(N)n(Cc3ccccc3)c(=O)n(C)c2=O)N2CCOCC2)cc1 (stereo not given)	-21.9%	-1.4%	4.9%	2.1%	-17.3%	-2.5%	9.3	-10.8%	3.1%	-8.5%	3.3%
CS(=O)(=O)NCCCc1ccccc1	19.9%	-0.3%	0.4%	4.3%	1.4%	0.0%	-0.3	-4.3%	/	-0.4%	3.0%[46.1 µM]
C/C(=N\N=C(c1ccccc1)c1ccccc1)c1ccco1	-21.2%	13.8%	9.7%	-7.8%	1.7%	0.0%	3.2	-0.6%	3.5%	-18.1%	-3.9%
CC(C)c1nc(-c2ccc([N+](=O)[O-])cc2)cs1	-8.4%	-4.1%	?	-1.4%	?	-2.9%	7.2	-0.5%	2.0%	-3.7%	-2.9%[46.1 µM]
CC(C)CCn1c(N2CCC(C(N)=O)CC2)nc2c1c(=O)[nH]c(=O)n2C	-11.8%	0.9%	8.2%	3.7%	1.6%	0.9%	3.9	3.2%	8.3%	1.1%[15.4 µM]	1.4%
COc1ccc(-c2c(C#Cc3ccsc3)c3cc(-c4cccc5[nH]ccc45)ccc3n2C)cc1	15.1%	1.7%	13.1%	64.1%	?	-3.0%	25.6	0.0%	9.5%	8.9%	2.7%
C=CCOC(=O)/C=C/C(=O)NC(N)=O	-36.3%	-6.3%	0.1%	0.6%	?	-1.1%	4.3	-7.1%	-30.0%	-12.8%	11.3%
Cc1ccc(NC(=O)c2ccccc2)cc1	17.3%	-0.8%	?	7.8%	?	-6.0%	-0.8	-0.9%	-3.6%	-13.8%	16.8%
CN(c1ccc(F)cc1)S(=O)(=O)c1ccc(Cl)c(C(=O)NCC(c2ccco2)N2CCCCC2)c1 (stereo not given)	-36.4%	2.3%	-15.1%	-1.5%	?	-4.3%	-21.7	-1.0%	-7.9%	-1.2%	1.7%
Cc1cccc(NC(=O)CSc2nnc(C)c(=O)n2N)c1C	-3.9%	-2.7%	21.2%	-1.4%	-0.1%	0.1%	4.7	-4.9%	-8.1%	2.7%	1.3%[46.1 µM]
COc1ccc(S(=O)(=O)N2CCCCCC2)cc1C(=O)Nc1cccc(C)n1	16.5%	0.6%	?	-1.4%	?	-1.0%	-2.4	-4.5%	17.4%	-2.4%	-5.9%
O=C(NCC(c1cccs1)N1CCOCC1)c1ccc(Cl)s1 (stereo not given)	-41.1%	1.3%	?	1.2%	5.3%	-6.2%	4.8	1.0%	2.2%	18.9%	-7.4%
COc1ccc(C(=O)NCCC2=CCCCC2)cc1OC	16.8%	-1.6%	?	2.7%	?	0.1%	2.7	-11.6%	/	-6.6%	0.5%
COc1ccc(NC(=O)CSc2nc3[nH]c(=O)cc(O)c3s2)c(OC)c1	15.1%	-0.3%	12.5%	0.7%	1.1%	-0.4%	-6.7	0.0%	0.5%	2.3%	4.8%
Cc1ccc(COC(=O)NCc2cccnc2)cc1	40.1%	2.8%	0.7%	5.0%	5.8%	-3.0%	-6.4	1.4%	-0.1%	2.2%	5.0%
CC(=C/c1ccccc1)/C=N/NC(=O)c1nnn(-c2nonc2N)c1CN1CCC(C)CC1	?	-17.1%	?	-7.1%	2.1%	-2.2%	-12.6	-0.9%	-5.7%	0.6%	-5.2%
O=C1c2ccccc2CCC12N=NCC2c1ccc(Br)cc1 (stereo not given)	-0.8%	24.0%	9.6%	-2.2%	6.9%	-1.2%	-15.3	7.6%	/	2.7%	0.6%
Cc1cccn2c(=O)c(C=O)c(N3CCCCCC3)nc12	-31.4%	21.5%	-3.9%	-3.4%	-9.9%	-6.9%	-16.4	0.5%	-5.8%	-26.5%	3.2%
CC(C)Cc1nnc(NC(=O)CCC(=O)N2CCN(c3ccccn3)CC2)s1	24.5%[7.66 µM]	-2.3%	0.8%	-3.8%	13.2%	-2.0%	2.5	1.1%	/	5.1%	-20.9%
CC1CCCCC1NC(=O)CCNS(=O)(=O)c1cc(Br)cnc1N (stereo not given)	21.5%	-3.1%	?	5.0%	0.0%	-1.1%	-6.0	0.1%	2.5%	4.2%	1.2%
COc1ccc(/C(N)=N/OC(=O)CCCc2ccccc2)cc1	12.2%	2.8%	?	-0.8%	?	-4.2%	-20.4	-11.6%	12.6%	-5.4%	1.2%[46.1 µM]
CC(=O)N1CCC(O)(c2ccc3c(c2)OCO3)CC1	31.4%	1.8%	8.8%	0.4%	0.8%	0.1%	0.2	-2.6%	-3.4%	-0.1%	-4.5%
CCOC(=O)c1c(C)[nH]c(C)c1C(=O)CN1C(=O)NC2(CCCCCC2)C1=O	-38.3%	4.3%	?	3.2%	?	0.8%	-5.2	2.0%	-7.3%	-18.9%	-1.1%
CCCCn1c(N)c(N(CC(C)C)C(=O)c2cccc(S(=O)(=O)N3CCN(C)CC3)c2)c(=O)[nH]c1=O	1.2%	-12.7%	?	3.9%	4.1%	-4.4%	2.8	-9.1%	1.1%	10.1%	10.9%
CCN(c1ccccc1)S(=O)(=O)c1ccc(C(=O)NCCCn2ccnc2)cc1	-6.0%	-4.3%	-11.1%	0.1%	2.8%	0.1%	10.3	1.9%	0.1%	9.2%	5.0%
COc1cc(C)ccc1OCc1cc(C(=O)NCCN2CCOCC2)no1	31.3%	1.7%	?	1.3%	-0.3%	-2.8%	12.7	-2.6%	10.7%	-7.2%	4.1%
CC(C)S(=O)(=O)c1csc(NC(=O)Nc2ccc(Cl)cc2)c1Cl	-75.8%[inhibitor]	1.6%	-29.3%	-10.9%	26.8%	-4.0%	-1.8	1.6%	8.7%	-26.8%	-3.2%
COc1ccc(/C(O)=C2/C(=O)C(=O)N(CCN3CCOCC3)C2c2cccnc2)cc1OC (stereo not given)	-0.8%	-2.0%	-1.6%	-0.6%	5.2%	-2.5%	22.3	-0.9%	-4.6%	8.3%	-2.6%[46.1 µM]
CCCCNC(=O)c1ccccc1NC(=O)CCC	-6.0%	5.0%	7.3%	-0.5%	-1.8%	-10.6%	6.0	0.1%	-4.3%	-4.9%	-1.3%
COc1ccccc1NCCC(=O)OCC(=O)NC1CCCC(C)C1C (stereo not given)	-1.8%	11.6%	-0.3%	-1.2%	1.2%	-4.7%	1.9	-2.7%	-4.7%	-3.4%	-2.7%[46.1 µM]
Cc1nc2c(ncn2-c2ccccc2)c(=O)n1NC(=O)CN1CCCC1	36.6%	-3.4%	-1.9%	2.0%	-5.8%	-2.2%	4.5	-6.2%	-3.0%	0.3%	1.5%
Cc1cccc(Sc2ccc([N+](=O)[O-])cn2)c1	-24.6%	13.5%	-1.3%	-3.2%	1.4%	-4.6%	3.8	-0.2%	-3.0%	-0.3%	3.1%[46.1 µM]
O=C(NNc1nc2ccc(F)cc2s1)c1cccc(F)c1	5.6%	2.2%	?	-1.8%	?	-6.4%	12.5	-13.9%	-5.2%	5.0%	4.4%
CC1CCCC/C1=N\NC(=S)Nc1ccccc1 (stereo not given)	-3.1%	-3.5%	17.2%	-4.1%	-6.8%	-0.1%	-12.2	-1.0%	-0.1%	-3.9%	3.9%

From PubChem BioAssay
